Screens from PubChem BioAssay.
All columns: NCI-60 one-dose screen, growth in % after 48 h at 10 µM unless noted; 100 = growth as untreated, 0 = no growth, -100 = all killed.
SNB-75: SNB-75 CNS cancer; 5% of 79,000 active; AID 1794750
HT29: HT29 colon cancer; 7.4% of 81,000 active; AID 1794748
HCC-2998: HCC-2998 colon cancer. 4.7% of 79,000 active
SF-295: SF-295 CNS cancer cells; 5.6% of 79,000 active
KM12: KM12 colon cancer cells | 5% of 82,000 active | AID 1794800
SW-620: SW-620 colon cancer. 5.2% of 82,000 active. AID 1794795
SF-539: SF-539 CNS cancer; 6.8% of 81,000 active; AID 1794752
SNB-19: SNB-19 CNS cancer cells; 2.5% of 81,000 active; AID 1794751
SF-268: SF-268 CNS cancer cells | AID 1794759 | 3.1% of 82,000 active
Starred values were filed as active, the others as inactive; · = no result given; & = joins results of further samples; [ ] = remark or other dose. The calls were made as follows: active = growth percent below 10; inactive = the rest.

SMILES | SNB-75 | HT29 | HCC-2998 | SF-295 | KM12 | SW-620 | SF-539 | SNB-19 | SF-268
Nc1ccc(S(=O)(=O)C(=O)O)cc1 | 86 | 101 | 103 | 111 | 115 | 106 | 105 | 101 | 105
CC(C)C(=O)Nc1ccccc1 | 98 | 105 | 104 | 102 | 110 | 111 | 102 | 102 | 108
CC(C)C(=O)Nc1ccc([N+](=O)[O-])c(C(F)(F)F)c1 | 92&113 | 115&106 | 106&97 | 92&77 | 98&89 | 97&94 | 93&97 | 102&97 | 102&89
CCCCCCC/C=N/NC(=O)c1ccc(-n2cc(-c3ccccc3)nn2)cc1 | 86 | 101 | 88 | 88 | 87 | 96 | 97 | 100 | 90
c1cncc(CSc2ncnc3nc[nH]c23)c1 | 94 | 94 | 93 | 98 | 98 | 95 | 96 | 98 | 97
CN1CCN(c2ccc(C(=O)/C=C/c3ccc(F)c(C(F)(F)F)c3)cc2)CC1 | 78 | 60 | 100 | 98 | 85 | 86 | 93 | 100 | 98
Cc1noc(C)c1-c1ccc2nc(NC(=O)[C@H]3CCN(C#N)C3)cn2c1 | 68 | 78 | 90 | 97 | 91 | 84 | 82 | 108 | 91
CCCCCCn1c(-c2ccc(-c3nc(-c4ccc5ccccc5c4)no3)cc2)nc(-c2ccccc2)c1-c1ccccc1 | 83 | 93 | 113 | 101 | 102 | 89 | 98 | 102 | 96
COc1cc(NC(=O)Cn2c3c(sc2=O)[C@H]2[C@@H](O)[C@@H](O)[C@H](O)[C@@H]2CS3)cc(OC)c1OC | 89 | 109 | 114 | 99 | 100 | 108 | 99 | 100 | 99
CCOC(=O)C1=C(N)N(c2ccc(Cl)cc2)C2=C(C(=O)CC(C)(C)C2)C1c1ccc(OC)cc1 (configuration not stated) | 115 | 105 | 109 | 98 | 109 | 115 | 109 | 100 | 101
CC(C)CC(C(=O)O)C(=O)O | 90 | 96 | 108 | 109 | 116 | 102 | 104 | 99 | 114
C[C@@H]1C(=O)CC[C@]2(C)[C@H]3CC[C@@H]4[C@H]5[C@H]6OC[C@@]5(CCC6(C)C)CC[C@@]4(C)[C@]3(C)CC[C@@H]12 | 98 | 102 | 101 | 96 | 97 | 101 | 98 | 97 | 106
COc1ccc(C(=O)COc2ccc(/C=C3\COc4ccc(OC)cc4C3=O)cc2)cc1 | 92 | 93 | · | 144 | 68 | 80 | 105 | 101 | 112
CN(C)c1ccc(C2OC34CCCCC3C(C#N)(C(=N)O4)C2(C#N)C#N)cc1 (configuration not stated) | 101 | 96 | 105 | 99 | 110 | 97 | 100 | 97 | 101
CCC1CCC2=C(C1)C(=O)c1ccccc1C2=O (configuration not stated) | 84 | 89 | 109 | 99 | 85 | 59 | 107 | 82 | 99
CCOC(CCc1c(C)nc(N)[nH]c1=O)OCC | 101 | 101 | 100 | · | 105 | 100 | 94 | 113 | 108
CC(C)(C)NCCCCCO | 87 | 104 | 115 | 103 | 101 | 97 | 99 | 98 | 98
Cc1cc(=O)oc2cc(OCC(O)CNN3C(=O)c4cccc5c(NCc6ccccc6)ccc(c45)C3=O)ccc12 (configuration not stated) | 90 | 111 | 104 | 98 | 95 | 102 | 93 | 85 | 96
CCOC(=O)C1(C(=O)OCC)NC(=O)CC1CC (configuration not stated) | 82 | 109 | 98 | 107 | 103 | 101 | 111 | 102 | 102
COc1cc(CNC(=O)/C=C/C=C/c2ccc3c(c2)OCO3)ccc1OCC(=O)NO | 89 | 104 | 107 | 104 | 100 | 103 | 97 | 95 | 99
O=C(CCCCCCC(=O)Nc1ccc(C(=O)/C=C/c2cn(-c3ccccc3)nc2-c2ccc(Br)cc2)cc1)NO | 114 | 103 | 109 | 103 | 100 | 103 | 98 | 96 | 106
CN(C)C(=O)N(C)/N=C/c1ccc([N+](=O)[O-])o1 | 101 | 106 | 104 | 115 | 100 | 105 | 103 | 108 | 99
CN(CCC1CCCCC1)Cc1ccccc1 | 96 | 88 | 106 | 98 | 104 | 101 | 110 | 106 | 100
CC(=O)O[C@H]1CC[C@@]2(C)[C@@H](CC[C@@H]3[C@@H]2C(=O)C[C@]2(C)C(C(C)=O)=CC[C@@H]32)C1 | 62 | · | 103 | 103 | 101 | 94 | 99 | 107 | 99
COc1ccc(C(=O)/C=C/c2cc3c(cc2Br)OCO3)cc1S(N)(=O)=O | 2.3* | 0.4* | -54* | -23* | -58* | -43* | -89* | 6.3* | 18

Random excerpt: four records from the list
SMILES | SNB-75 | HT29 | HCC-2998 | SF-295 | KM12 | SW-620 | SF-539 | SNB-19 | SF-268
COc1ccc(C(=O)/C=C/c2cc3c(cc2Br)OCO3)cc1S(N)(=O)=O | 2.3* | 0.4* | -54* | -23* | -58* | -43* | -89* | 6.3* | 18
CC(C)C(=O)Nc1ccccc1 | 98 | 105 | 104 | 102 | 110 | 111 | 102 | 102 | 108
CC(C)CC(C(=O)O)C(=O)O | 90 | 96 | 108 | 109 | 116 | 102 | 104 | 99 | 114
C[C@@H]1C(=O)CC[C@]2(C)[C@H]3CC[C@@H]4[C@H]5[C@H]6OC[C@@]5(CCC6(C)C)CC[C@@]4(C)[C@]3(C)CC[C@@H]12 | 98 | 102 | 101 | 96 | 97 | 101 | 98 | 97 | 106

(list continues)
SMILES | SNB-75 | HT29 | HCC-2998 | SF-295 | KM12 | SW-620 | SF-539 | SNB-19 | SF-268
CC[C@]12C=CCN3CC[C@@]4(c5ccc(OC)cc5N(C)[C@H]4[C@@](O)(C(=O)OC)[C@@H]1OC(=O)CCN1CCc4ccccc4C1)[C@@H]32 | 67 | 99 | 69 | 104 | 103 | 96 | 96 | 92 | 85
O=C(O)c1cn(C2CC2)c2cc(N3CCN(C(=O)CCO[N+](=O)[O-])CC3)c(F)cc2c1=O | 104 | 99 | 100 | 104 | 103 | 100 | 110 | 103 | 103
O=C(CCCCCCN1CC(=O)N2[C@@H](c3ccc(F)cc3)c3[nH]c4ccccc4c3C[C@H]2C1=O)NO | 53 | 76 | 96 | 102 | 90 | 75 | 70 | 84 | 106
CN1C(=O)C2(SCC(C(=O)Nc3ccccc3)N2C(=O)C2CCCCC2)c2ccccc21 (configuration not stated) | 74 | 94 | 100 | 98 | 91 | 93 | 96 | 96 | 86
COc1cc(/C=C/C(=O)Nc2cccnc2Nc2ccc(F)cc2)cc(OC)c1OC | 97 | 91 | 109 | 94 | 97 | 106 | 95 | 91 | 102
CC(C)C(=O)N1CCCCCCN1C(=O)C(C)C | 90 | 96 | 89 | 88 | 104 | 103 | 101 | 107 | 109
CC(=O)N1CCc2ccc([N+](=O)[O-])cc21 | 84&101 | 94&113 | 99&103 | 112&115 | 103&110 | 101&108 | 98&92 | 106&108 | 101&111
Cn1cc(-c2nnc(N)nc2-c2cn(C)c3ccc(F)cc23)c2ccccc21 | 60 | 88 | 101 | 109 | 99 | 97 | 100 | 94 | 87
CC(=O)N1CCOCC1 | 90 | 116 | 110 | 103 | 109 | 110 | 94 | 106 | 113
O=c1oc2cc(NCCO)ccc2cc1-c1nc2ccccc2[nH]1 | 85 | 97 | 97 | 75 | 82 | 79 | 74 | 112 | 74
C=CCn1c(C)nc2ccc(Nc3nc(NCCO)nc4ccccc34)cc21 | 93 | 103 | 110 | 146 | 102 | 98 | 104 | 94 | 93
CC(C)(C)c1ccc(O)c(CN(CCO)CCO)c1 | · | 104 | 104 | 132 | 110 | 100 | 111 | 94 | 100
CCOC(=O)NC(=S)Nc1ccc2c(ccn2C(=O)c2cccc(F)c2)c1 | 81 | 103 | 114 | 102 | 102 | 108 | 93 | 89 | 96
Cc1ccccc1S(=O)(=O)O | 102 | 101 | 92 | 84 | 120 | 103 | 108 | · | 117
CC1(c2ccc(Cl)cc2)NC(=O)NC1=O (configuration not stated) | 90 | 100 | 94 | 99 | 109 | 108 | 102 | 102 | 102
NCCCOc1cc(Cl)ccc1NC(=O)c1cc2ccccc2cc1OCCCN | -91* | -91* | · | -62* | -95* | -92* | -89* | 34 | -74*
COc1ccc(-n2c(-c3ccccc3)c(-c3ccccc3)c3c(SCC(=O)NN)ncnc32)cc1 | 78 | 90 | 103 | 93 | 97 | 93 | 93 | 91 | 106
NC(=O)CC(NC(=O)COc1ccc(Cl)cc1Cl)C(=O)O (configuration not stated) | 102 | 107 | 109 | 100 | 104 | 105 | 111 | 103 | 101
Cc1ccc2c(c1)NCCN2 | 95 | 99 | 112 | 106 | 111 | 105 | 97 | 106 | 104
COc1cc(CNC(=O)Cc2ccccc2)ccc1O | 72 | 102 | 111 | 100 | 100 | 98 | 93 | 93 | 92
O=C1OC(c2ccccc2)(c2cc(Br)ccc2O)c2ccccc21 (configuration not stated) | 83 | 81 | · | 91 | 70 | 79 | 95 | 83 | 69
CCOC(=O)Nc1nccs1 | 111 | 100 | 118 | 108 | 107 | 110 | 101 | 111 | 117
CC1(C)CC[C@]2(C(=O)Nc3ccccn3)CC[C@]3(C)C(=CC[C@@H]4[C@@]5(C)C/C(=C/c6cccnc6)C(=O)C(C)(C)[C@@H]5CC[C@]43C)[C@H]2C1 | 45 | 25 | 40 | 38 | 40 | 34 | 52 | 64 | 54
CC1=CC(=O)/C(=C/N2C(=O)/C(=C\c3cccc(O)c3)SC2=S)C(=O)O1 | 84 | 112 | 105 | 97 | 103 | 101 | 108 | 103 | 94
Cc1ccnc(NS(=O)(=O)c2ccc(N=Nc3ccc(N)nc3N)cc2)n1 | 106 | 122 | 107 | 102 | 99 | 97 | 98 | 94 | 101

Some of the entries so far, as a markdown table:
| Molecule | SNB-75 | HT29 | HCC-2998 | SF-295 | KM12 | SW-620 | SF-539 | SNB-19 | SF-268 |
| --- | --- | --- | --- | --- | --- | --- | --- | --- | --- |
| CC(C)C(=O)N1CCCCCCN1C(=O)C(C)C | 90 | 96 | 89 | 88 | 104 | 103 | 101 | 107 | 109 |
| CC(=O)N1CCc2ccc([N+](=O)[O-])cc21 | 84&101 | 94&113 | 99&103 | 112&115 | 103&110 | 101&108 | 98&92 | 106&108 | 101&111 |
| Cn1cc(-c2nnc(N)nc2-c2cn(C)c3ccc(F)cc23)c2ccccc21 | 60 | 88 | 101 | 109 | 99 | 97 | 100 | 94 | 87 |

Complete entries, looked up by structure. Order of values: SNB-75, HT29, HCC-2998, SF-295, KM12, SW-620, SF-539, SNB-19, SF-268
Entry for `CC(=O)N1CCOCC1` → 90, 116, 110, 103, 109, 110, 94, 106, 113
Entry for `Cc1ccnc(NS(=O)(=O)c2ccc(N=Nc3ccc(N)nc3N)cc2)n1` → 106, 122, 107, 102, 99, 97, 98, 94, 101
Entry for `CCOC(=O)Nc1nccs1` → 111, 100, 118, 108, 107, 110, 101, 111, 117
Entry for `CC(C)C(=O)N1CCCCCCN1C(=O)C(C)C` → 90, 96, 89, 88, 104, 103, 101, 107, 109
Entry for `O=C(CCCCCCN1CC(=O)N2[C@@H](c3ccc(F)cc3)c3[nH]c4ccccc4c3C[C@H]2C1=O)NO` → 53, 76, 96, 102, 90, 75, 70, 84, 106

Additional results follow:
SMILES | SNB-75 | HT29 | HCC-2998 | SF-295 | KM12 | SW-620 | SF-539 | SNB-19 | SF-268
OC(c1ccccc1)(c1ccccc1)C1CC1 | 104 | 102 | 103 | 105 | 103 | 108 | 111 | 107 | 117
Nc1ccc(S(=O)(=O)Nc2nc(-c3ccccc3)cc(-c3ccccc3O)n2)cc1 | 105 | 114 | 107 | 94 | 88 | 98 | 87 | 96 | 102
COc1cc(-c2cc(-c3ccc(Nc4ncnc5cc(Cl)ccc45)cc3)nc(N3CCN(C)CC3)n2)cc(OC)c1OC | 50 | 82 | 110 | 111 | 86 | 72 | 33 | 102 | 77
Fc1ccc(-c2nc(-c3c[nH]c4ncccc34)cs2)cc1 | 29[100 µM] | 111[100 µM] | 94[100 µM] | 62[100 µM] | 82[100 µM] | 105[100 µM] | 45[100 µM] | 89[100 µM] | 59[100 µM]
COc1ccc(NC(=O)c2cc(OC)c(OC)c(OC)c2)cc1O | · | 11 | · | 36 | 23 | 28 | 21 | 52 | 44
NC(=Nc1ccc(N)cc1)C(N)=Nc1ccc(N)cc1 | 92 | 113 | · | 111 | 108 | 99 | 97 | 102 | 104
CCOC(=O)C1C(=O)Nc2nc3ccccc3n2C1c1cccs1 (configuration not stated) | 72 | 105 | 135 | · | 101 | 105 | 100 | 103 | 102
CC1NC(=S)NC(c2cccs2)=C1C(=O)/C=C/Nc1ccccn1 (configuration not stated) | 103 | 101 | 99 | 97 | 96 | 104 | 96 | 99 | 104
CCCn1cc2c(=O)nc3sc(Cc4ccc(F)cc4)c(C)n3c2n1 | 97 | 100 | 103 | 116 | 89 | 96 | 103 | 96 | 92

Rows are unselected; any-hit rate near 11%.
